PME-1 primary: PME-1 (human) inhibition | Q9Y570 | recombinant PME-1, FP-Rh probe fluorescence polarization | inhibition, % at 5.9 µM | 320,000 compounds, 0.53% hits;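 active means inhibition above the campaign mean of all compounds plus 3 SD, cut at about 26% in these data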;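 further: competitive labeling of PME-1 active site by serine hydrolase directed probe; 0% = PME-1 with DMSO and 100% = wells lacking PME-1 enzyme; inhibitors block probe labeling so polarization falls and inhibition rises; many of its hits are not listed in these tables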
PAFAH1B3 FP inh: inhibitors of human PAFAH1B3 | Q15102 | inhibition, % at 3.39 µM | 340,000 compounds, 0.28% hits | recombinant PAFAH1B3, FP-rhodamine probe, fluorescence polarization;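 active means inhibition above the screen-wide average of all tested compounds plus 3 SD, cut at about 25% in these data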;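 further: 0% = enzyme with DMSO only and 100% = wells lacking PAFAH1B3 protein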
pPAFAH inh: pPAFAH (human) enzyme inhibition. recombinant pPAFAH, FP-rhodamine probe fluorescence polarization. inhibition, % at 3.39 µM. 330,000 compounds, 1.5% hits. AID 463082;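 active means inhibition above the mean inhibition across the screen plus 3 SD, cut at about 25% in these data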;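 further: inhibitors block binding of the rhodamine activity-based probe so polarization drops; 0% = enzyme with DMSO and 100% = wells lacking pPAFAH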
PREPL inhibitor: human PREPL enzyme inhibition | Q4J6C6 | AID 2751 | recombinant PREPL, fluorescence polarization activity-based probe | inhibition, % at 5.96 µM | 320,000 compounds, 0.68% hits; in the data active means inhibition above about 43%;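 further: 0% = enzyme with DMSO and 100% = wells lacking enzyme; many of its hits are not listed in these tables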
Target sequence (Q4J6C6 whole entry, looked up): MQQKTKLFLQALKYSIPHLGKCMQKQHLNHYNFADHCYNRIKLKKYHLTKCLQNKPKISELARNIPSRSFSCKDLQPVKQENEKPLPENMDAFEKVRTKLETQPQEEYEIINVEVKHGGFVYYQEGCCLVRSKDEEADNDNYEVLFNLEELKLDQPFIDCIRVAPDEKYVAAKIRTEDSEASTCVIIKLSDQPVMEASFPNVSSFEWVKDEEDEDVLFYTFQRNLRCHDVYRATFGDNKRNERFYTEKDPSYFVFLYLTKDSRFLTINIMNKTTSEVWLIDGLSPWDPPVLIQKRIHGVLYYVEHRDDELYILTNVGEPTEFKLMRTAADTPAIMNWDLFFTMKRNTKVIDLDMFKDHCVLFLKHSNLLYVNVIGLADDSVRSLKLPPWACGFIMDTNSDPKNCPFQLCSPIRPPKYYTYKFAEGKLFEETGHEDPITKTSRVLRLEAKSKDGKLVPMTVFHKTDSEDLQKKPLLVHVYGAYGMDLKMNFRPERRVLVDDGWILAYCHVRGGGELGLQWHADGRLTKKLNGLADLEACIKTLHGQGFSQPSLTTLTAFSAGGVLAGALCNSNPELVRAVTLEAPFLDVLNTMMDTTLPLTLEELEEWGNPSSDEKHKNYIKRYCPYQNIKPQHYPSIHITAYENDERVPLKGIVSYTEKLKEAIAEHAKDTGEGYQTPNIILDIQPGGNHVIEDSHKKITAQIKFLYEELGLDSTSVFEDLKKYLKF
LYPLA2 counter: counter-screen for PME1 inhibitors: inhibitors of human LYPLA2. O95372. recombinant LYPLA2, FP-Rh probe fluorescence polarization. inhibition, % at 5.9 µM. 320,000 compounds, 0.38% hits;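 active means inhibition above the screen-wide mean plus 3 SD, limit set per campaign, cut at about 26% in these data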;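 further: 0% = LYPLA2 with DMSO and 100% = wells lacking LYPLA2 enzyme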
LYPLA1 inh: LYPLA1 (human) inhibition in PME1 counter-screen; O75608; recombinant LYPLA1, FP-Rh probe fluorescence polarization; inhibition, % at 5.9 µM; 320,000 compounds, 0.16% hits; AID 2174;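 active means inhibition above the mean of all tested compounds plus 3 SD, set per campaign, cut at about 14% in these data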;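 further: inhibitors block serine hydrolase probe labeling of LYPLA1 so polarization falls; 0% = enzyme with DMSO and 100% = wells lacking LYPLA1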
GSTO1 counter: counter-screen for RBBP9 inhibitors: inhibitors of human GSTO1; P78417; recombinant GSTO1, activity-based probe fluorescence polarization; inhibition, % at 5.96 µM; 300,000 compounds, 1.1% hits; AID 1974;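 active means inhibition above the campaign mean inhibition plus 3 SD, cut at about 35% in these data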;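 further: 0% = GSTO1-1 with DMSO and 100% = wells lacking GSTO1-1 enzyme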
PAD4 FP inh: blocks human protein arginine deiminase 4; Q9UM07; 330,000 compounds, 0.41% hits; recombinant PAD4, RCA probe fluorescence polarization; inhibition, % at 6.36 µM;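 active means percent inhibition above a cutoff equal to the mean of all tested compounds plus 3 SD, cut at about 15% in these data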;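 further: 0% = PAD4 with RCA probe and DMSO and 100% = probe without PAD4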
PAFAH1B2 inh: inhibitors of human PAFAH1B2. P68402. recombinant PAFAH1B2, FP-rhodamine activity probe, fluorescence polarization. 340,000 compounds, 1.2% hits. inhibition, % at 3.39 µM;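 active means inhibition above the mean of all tested compounds plus 3 SD, cut at about 24% in these data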;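 further: 0% = enzyme with DMSO and 100% = wells lacking PAFAH1B2; many of its hits are not listed in these tables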
Target sequence (P68402 whole entry, looked up): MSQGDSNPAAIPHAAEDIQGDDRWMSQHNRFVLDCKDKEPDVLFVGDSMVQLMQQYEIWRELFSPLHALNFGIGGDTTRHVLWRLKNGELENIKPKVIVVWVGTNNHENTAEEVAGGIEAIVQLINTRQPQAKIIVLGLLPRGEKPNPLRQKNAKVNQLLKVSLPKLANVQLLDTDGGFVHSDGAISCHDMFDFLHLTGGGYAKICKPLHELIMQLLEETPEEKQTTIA
* marks the source's active call; other numbers are inactive results; . = not tested or not shown. These rows are one share of the data; the hit share may differ from the screen's.

Below each SMILES: PME-1 primary	PAFAH1B3 FP inh	pPAFAH inh	PREPL inhibitor	LYPLA2 counter	LYPLA1 inh	GSTO1 counter	PAD4 FP inh	PAFAH1B2 inh
COc1cc(CC(=O)N/N=C/c2ccccc2)c([N+](=O)[O-])cc1OC
  3	.	1	0	11	-5	-1	-2	.
COc1cc(O)c(C(C)=O)cc1OC
  -4	1	-1	-1	8	3	5	2	1
CC1Cc2ccccc2N1C(=S)NC(=O)c1ccc(Cl)cc1Cl (stereo unspecified)
  -1	0	2	0	3	3	0	-2	10
COc1cccc(C2=NOC(C(=O)NCCN3CCOCC3)C2)c1 (stereo unspecified)
  0	1	4	15	5	2	6	-1	1
OCC1(Cc2cccc(Cl)c2)CCCN(Cc2ccc3cc(F)ccc3n2)C1 (stereo unspecified)
  -3	-2	-1	-66	1	-7	5	-6	3
Cn1c(SCC(=O)N2CCCc3ccccc32)nnc1-c1c[nH]c2ccccc12
  8	8	4	0	-1	-1	0	-5	1
CC[C@H](C)Cc1cn([C@@H](CCCN=C(NC(=O)OC(C)(C)C)NC(=O)OC(C)(C)C)C(=O)NCCCCCCCCCCC(=O)N2CCN(C(=O)OC(C)(C)C)CC2)nn1
  5	27*	9	28	2	0	12	1	12
Cc1ccc(C)c(S(=O)(=O)NNC(=O)Nc2ccccc2Cl)c1
  7	10	-2	3	-5	0	1	0	2
Cc1cc2nsnc2c(S(=O)(=O)NCC(=O)O)c1C
  2	5	1	23	4	2	1	-4	5
CCN1C[C@@H]2[C@@H]3C(=O)N(C)C(=O)[C@@H]3[C@](CC)(C1=O)N2C(=O)c1ccc(C(C)(C)C)cc1
  .	8	-2	-1	.	.	.	2	2
O=[N+]([O-])c1cccc(-c2ccc(CN3CCCCC3)o2)c1
  -3	-4	1	-4	0	-1	1	-7	-3
CCCn1cnc2sc(CC)cc2c1=O
  8	-3	6	1	-2	-1	0	4	1
Cc1ccc(N(C(=O)CNC(=O)c2ccco2)C(C(=O)NC2CCCC2)c2ccncc2)cc1F (stereo unspecified)
  4	-4	6	-3	-2	-4	1	-1	0
O=C(Cn1c(=O)oc2ccccc21)NCC1COc2ccccc2O1 (stereo unspecified)
  4	10	8	-2	9	8	-2	-3	2
CCCNC(=O)c1ccc2c(=O)c(O)c(-c3ccc(C)cc3)[nH]c2c1
  11	27*	15	9	-6	-11	14	-6	10
O=C(Nc1cccc(S(=O)(=O)c2cccc(NC(=O)C3CC3)c2)c1)C1CC1
  5	10	-11	17	-9	-3	-9	-2	-7
O=C(COC(=O)CCc1ccc(S(=O)(=O)N2CCCCC2)cc1)Nc1cccc2ccccc12
  -4	-1	12	12	0	-1	0	4	5
Cc1ccc(CSc2nc3ncccc3[nH]2)cc1
  -11	0	-6	-19	-5	-1	1	-3	8
CCN(CC)C(=O)CN(c1ccc(Cl)cc1)S(=O)(=O)c1ccccc1
  13	2	0	4	2	3	-5	-3	0
CCCCn1c(SCc2cccnc2)nc2c1c(=O)n(C)c(=O)n2C
  2	6	-1	-1	9	3	4	2	2
COCCNc1oc(-c2ccco2)nc1S(=O)(=O)c1ccccc1
  -1	0	2	-5	-4	-2	-5	-1	2
COc1ccc(S(=O)(=O)NCC(c2cccs2)N2CCc3ccccc3C2)cc1 (stereo unspecified)
  -1	-2	5	-13	-8	-2	1	-1	-3
COC(=O)c1sc2ccccc2c1-n1cccc1C(=O)C(=O)Nc1ccc(Cl)cc1
  -9	5	1	-4	-12	-3	-5	-1	-4
COC(=O)c1ccc(-c2sc3nc(N4CCOCC4)c4c(c3c2N)CCCC4)o1
  -1	.	13	11	0	-3	2	-4	.
Cc1ccc2nc(N3CCOCC3)c(C=O)cc2c1
  1	17	0	2	2	1	1	2	7
Fc1ccccc1N1CCN(Cc2nc(-c3ccccc3)no2)CC1
  -4	2	4	11	3	-3	6	-2	7
CCOC(=O)C1(CCOc2ccccc2)CCN(S(=O)(=O)N(C)C)CC1
  -1	3	7	10	4	5	3	5	7
Cc1ccccc1-n1c(=O)c2ccccc2n2cnnc12
  6	5	4	13	-4	0	1	-2	-4
Cc1ccccc1CCNC(=O)C1CCC(=O)N(C2CCCCCC2)C1 (stereo unspecified)
  7	9	-1	25	4	3	1	3	-1
COc1cc(C(=O)OC(C)C(=O)NC(=O)NC2CCCCC2)ccc1OC(F)F (stereo unspecified)
  2	1	1	14	-3	1	.	-2	1
CCOC(=O)C1=C(CSCC(=O)OC)NC(=O)NC1c1cc(C)ccc1C (stereo unspecified)
  7	2	4	19	8	5	5	3	-2
COc1ccc(C(CNC(=O)Nc2ccccc2)N2CCN(C)CC2)cc1 (stereo unspecified)
  -9	5	2	3	2	2	2	-6	2
CCN(CC(=O)Nc1cc(C)on1)CC(=O)Nc1ccccc1C(F)(F)F
  3	5	1	3	7	-2	.	-2	-3
CC(C)c1ccc(NC(=O)CSc2n[nH]c(=O)n2C2CC2)cc1
  -3	-1	-4	17	5	2	-2	-4	3
CCOC(=O)C1=C(COC(=O)COc2ccc(C(C)=O)cc2)NC(=O)NC1C (stereo unspecified)
  -4	14	5	6	-2	0	5	2	3
O=C(COn1nnc2ccccc21)N1CCN(Cc2ccccc2)CC1
  0	-3	-1	6	0	3	3	0	4
O=C(O)c1cccnc1SC1CC(=O)N(c2cccc(C(F)(F)F)c2)C1=O (stereo unspecified)
  -2	0	1	-5	1	3	8	3	7
CCn1c(SCC(=O)OCc2ccccc2)nnc1-c1ccco1
  7	5	1	10	8	2	2	-6	-5
COCCCN1C(=O)c2ccc(C(=O)Nc3ccccc3Cl)cc2C1=O
  1	1	4	3	1	2	-2	1	-3
Cc1ccc[n+](CC(=O)c2cc3ccccc3oc2=O)c1
  -8	3	0	18	2	-2	6	0	4
CC(CCc1ccc(O)cc1)NC(c1ccccc1)c1ccc(Cl)cc1 (stereo unspecified)
  -6	6	-2	-3	-15	-7	2	-2	6
CCOc1ccccc1C(=O)n1nc2nc(C)cc(C)c2c1N
  -7	1	-1	-5	-9	-3	5	-1	5
COc1ccc(CCNC(=O)CNS(=O)(=O)c2ccc(N(C)C)c([N+](=O)[O-])c2)cc1OC
  -3	-4	3	13	-3	4	1	-4	3
COC(=O)c1ccc(NC(=O)c2cc(Cl)ccc2OC)cc1
  -1	4	1	-7	3	-1	-11	5	5
Cc1ccc(C)c(N(CC(=O)NC2CCCC2)S(=O)(=O)c2ccccc2)c1
  -1	6	-8	4	-3	2	-5	-13	11
Cc1ccccc1CNC(=O)CCC(=O)N1CCOc2ccc(Cl)cc21
  3	-2	9	3	5	2	4	-2	0
O=S(=O)(NCC(c1ccc2c(c1)OCO2)N1CCOCC1)c1ccc(Br)cc1 (stereo unspecified)
  -2	3	8	11	7	0	4	-2	25*
COc1ccc(NS(=O)(=O)c2ccc(O)c([N+](=O)[O-])c2)cc1S(=O)(=O)N1CCCCC1
  .	2	6	12	.	.	.	0	4
COc1cc2c(cc1OC)-c1cc3ccc4c(c3c[n+]1CC2)OCO4
  5	10	7	5	5	0	42*	-19	-1
O=C(NCCCN1CCN(c2cccc(Cl)c2)CC1)c1nc(-c2ccncc2)no1
  -4	2	10	-4	11	5	9	-2	2
Cc1ccc(N(CCC#N)C(=O)COC(=O)c2nc3nc(C)cc(C)n3n2)cc1
  2	4	-1	2	0	3	2	0	-4
CCN1CCN(c2cc(C)c3cc(NC(=O)c4ccncc4)ccc3n2)CC1
  -2	-2	6	10	3	2	-4	4	2
COc1ccc(NC(=O)/C(C#N)=C\c2ccc(-c3cccc(C(=O)O)c3C)o2)cc1
  5	12	6	3	10	-1	-6	-3	3
COc1ccc(C2/C=C\CN(C(=O)C3CCCCC3)CC(=O)N2Cc2ccc(F)cc2)cc1 (stereo unspecified)
  1	-4	3	9	-2	-3	-3	-2	3
CCOC(=O)N1CCC(NC(=O)Cn2cccc2C(=O)c2ccccc2)CC1
  1	4	1	11	4	4	3	2	-3
O=C(N=Nc1c(O)n(Cc2ccccc2)c2ccccc12)c1ccc(O)cc1
  3	6	5	9	3	-7	3	-3	5
CCOc1[nH]n(-c2ccccc2)c(=O)c1C=Nc1ccc(C)cc1
  1	3	-3	0	-3	-4	11	0	6
Cc1ccc(S(=O)(=O)N/N=C/c2c[nH]c3ccccc23)cc1
  10	10	6	-20	4	4	8	1	21
COCCNc1nc2c(c(=O)n(C)c(=O)n2C)n1Cc1cccc(C)c1
  -3	3	4	5	4	-1	-2	-1	8
CNC(=O)C(=O)NCC(c1cccs1)S(=O)(=O)c1ccc(C)cc1 (stereo unspecified)
  -2	2	-4	4	-17	-2	-10	2	-1

(continued)
Below each SMILES: PME-1 primary	PAFAH1B3 FP inh	pPAFAH inh	PREPL inhibitor	LYPLA2 counter	LYPLA1 inh	GSTO1 counter	PAD4 FP inh	PAFAH1B2 inh
COc1ccc(OCC(=O)NNC(=O)C(=O)N2CCCC2)cc1
  -2	6	3	-6	-5	-1	0	1	4
O=c1c2ccccc2nnn1CSc1nnnn1-c1ccccc1
  -1	4	1	-2	-2	-3	3	-4	0
CCOc1ccc(S(=O)(=O)N2CCCC(C(=O)NCc3ccccn3)C2)cc1C (stereo unspecified)
  8	3	5	0	-2	0	1	-1	2
CC(C)OC(=O)CSc1nnc(-c2ccccn2)n1-c1ccccc1
  0	9	2	3	2	-1	37*	-4	6
COc1ccc2[nH]c(=O)c(CN(C(=O)c3cccnc3)c3ccc(C)cc3C)cc2c1
  -4	4	-1	-17	4	1	-9	-4	4
CCOc1ccc(C(C)=O)cc1COC(=O)c1cc([N+](=O)[O-])ccc1N1CCOCC1
  -7	4	-3	15	-4	-3	11	-3	-3
O=C(Nc1ccccc1C(=O)N1CCCCC1)C1CCCCC1
  5	2	8	13	2	0	0	-3	0
COc1ccccc1/C=N/NC1=NCCCCC1
  -1	3	1	15	6	3	2	2	3
CN1CCCC(OC(=O)c2ccc(C(C)(C)C)cc2)C1 (stereo unspecified)
  -3	7	3	-13	2	2	3	-2	6
O=C(CNC(=S)NC(=O)c1ccco1)c1ccccc1
  0	0	1	-8	-1	-6	1	1	0
CC(=O)N1c2ccc(S(=O)(=O)NCc3ccco3)cc2CC1C (stereo unspecified)
  -5	6	-1	16	-3	2	3	0	5
Cc1nn(Cc2ccc(F)cc2)c2sc(C(=O)Nc3ccc(N4CCOCC4)cc3N3CCOCC3)cc12
  15	9	12	38	10	-3	6	3	5
COc1ccc2oc(C(=O)N3CCN(C(c4ccccc4)c4ccccc4)CC3)c(C)c2c1
  -6	-5	6	20	-4	0	-6	-1	-3
S=c1[nH]nc(-c2cnccn2)n1-c1ccccc1
  -7	7	0	-1	4	1	16	3	6
N#Cc1ccccc1NC(=O)c1ccc(-c2ccccc2Cl)o1
  0	1	0	32	-3	-8	1	-10	0
COc1ccc(-c2[nH]ncc2CN2CCCO2)cc1F
  -8	1	-1	5	-3	2	1	-4	-3
CCOC(=O)c1sc2nc(C)nc(NCc3cccnc3)c2c1C
  0	-1	0	18	6	4	-4	0	2
COc1ccccc1-n1cnc(N)c1C(C)=O
  1	7	0	3	5	4	-1	-1	-1

Assay outcomes deposited in PubChem by The Scripps Research Institute Molecular Screening Center.
